KCNK3 inh: human KCNK3 channel inhibition, primary screen. O14649. CHO-KCNK3 thallium flux, FluxOR fluorescence; active compounds read low. B-score at 10 µM. 340,000 compounds, 0.84% hits. AID 602410;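 active = B-score under library mean minus 4 SD, starting fluorescence ratio at most library mean plus 5 SD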;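 also: more negative B-score means stronger inhibition of thallium flux through KCNK3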
ANO1 block: inhibitors of mouse TMEM16A calcium-activated chloride channel. HEK293 TMEM16A/YFP iodide influx fluorescence, ionomycin. normalized B-score (activity score, 25-100; higher = stronger inhibition) at 10 µM. 310,000 compounds, 1.2% hits. AID 588511;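 active = ratio plate-corrected score three or more library SD toward inhibition, starting fluorescence score within five deviations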;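 also: score derived from kinetic fluorescence span divided by baseline fluorescence per well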
hERG protect: compounds protecting human hERG from proarrhythmic drug block | CHO-hERG, FluxOR thallium flux, dofetilide IC70 present | activation (rescue from dofetilide block), less the hit threshold, % at 10 µM | AID 1511 | 310,000 compounds, 0.51% hits | Q12809;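 active = activation above the mean of controls blocked by dofetilide plus 5 SD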;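 also: thallium influx through hERG after potassium depolarization seen as dye fluorescence rise; in these data hits start at about 4.7%; inactives centre near -7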
TMEM16A act: activators or potentiators of mouse TMEM16A chloride channel | Q8BHY3 | HEK293 TMEM16A/YFP-H148Q/I152L, iodide quench fluorescence; active compounds read low | B-score at 10 µM | 340,000 compounds, 0.3% hits | AID 623877;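 active = fluorescence-ratio B-score plate-corrected deviation score at least 3 library SD below zero, with starting fluorescence score within 5 deviations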;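 also: channel opened by trigger with iodide after compound preincubation; score built on the fluorescence ratio of max minus min over baseline; more negative score means more quench and so TMEM16A activation or potentiation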
KCNQ1 act: potentiates or activates the human KCNQ1 potassium channel. P51787. CHO-K1 KCNQ1, thallium flux FluxOR fluorescence; active compounds read high. B-score at 10 µM. 310,000 compounds, 0.35% hits;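 active = fluorescence ratio B-score, a plate-corrected score, at least three library SD, with initial intensity B-score within 5 SD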
Target sequence (P51787 whole entry, looked up): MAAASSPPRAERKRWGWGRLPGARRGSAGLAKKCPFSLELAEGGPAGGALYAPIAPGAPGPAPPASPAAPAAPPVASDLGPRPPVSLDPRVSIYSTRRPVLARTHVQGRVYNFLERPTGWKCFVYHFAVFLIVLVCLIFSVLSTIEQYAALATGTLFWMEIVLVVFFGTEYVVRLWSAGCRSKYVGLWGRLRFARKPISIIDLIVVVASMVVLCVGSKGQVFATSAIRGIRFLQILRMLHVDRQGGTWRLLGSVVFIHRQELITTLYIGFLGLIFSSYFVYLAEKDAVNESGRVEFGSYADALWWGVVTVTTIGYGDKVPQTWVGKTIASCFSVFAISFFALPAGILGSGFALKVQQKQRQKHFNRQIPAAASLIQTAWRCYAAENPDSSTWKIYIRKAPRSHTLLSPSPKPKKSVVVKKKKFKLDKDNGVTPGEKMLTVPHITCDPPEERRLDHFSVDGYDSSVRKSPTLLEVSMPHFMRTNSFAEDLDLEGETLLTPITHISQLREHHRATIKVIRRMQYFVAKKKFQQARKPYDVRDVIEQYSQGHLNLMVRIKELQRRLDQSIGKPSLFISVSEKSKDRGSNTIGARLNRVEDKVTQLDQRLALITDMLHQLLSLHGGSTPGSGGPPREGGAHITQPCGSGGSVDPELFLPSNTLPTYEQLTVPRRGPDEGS
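System: CHO-K1 cells stably expressing KCNQ1 / Medium: assay buffer for compound exposure, DMSO matched across wells / Reagent: thallium- and potassium-containing depolarizing buffer / Compound: one concentration, matched DMSO / Incubation: 20 min compound pretreatment at room temperature / Measured by: kinetic FluxOR fluorescence, 10 s baseline plus 110 s post-stimulus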
KCNQ1 block: human KCNQ1 channel inhibition. P51787. CHO-K1 KCNQ1, FluxOR thallium flux fluorescence; active compounds read high. B-score at 10 µM. 310,000 compounds, 1.3% hits. AID 2642;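 active = compounds whose thallium flux B-score, printed positive for inhibition, exceeds three library SD while starting fluorescence stays within three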;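 also: channel opened by potassium depolarization with thallium stimulus after 20 min compound exposure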
TRPC4 PAM: TRPC4 (mouse) allosteric potentiation. Q9QUQ5. HEK293 TRPC4beta/mu-opioid, DAMGO EC20, Fluo-4 Ca2+ flux; active compounds read high. B-score at 10 µM. 310,000 compounds, 0.42% hits. AID 2227;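 active = B-score of calcium response area above 5 SD of library B-scores, with initial fluorescence ratio within 5 SD of library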;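 also: B-score of integrated fluorescence ratio over time as area under calcium response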
Dyrk1A ADPGlo: blocks rat Dyrk1A kinase activity; 310,000 compounds, 0.43% hits; inhibition, % at 12.5 µM; ADP-Glo luminescence, NFATc1 peptide; in the data active = inhibition above about 50%;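 also: plate controls were vehicle with enzyme for no effect and no enzyme for full effect; many of its hits are not listed in these tables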
TRPC4 agonist: opens the mouse TRPC4 cation channel; HEK293 TRPC4beta/mu-opioid, Fluo4 calcium fluorescence; active compounds read high; AID 2237; B-score at 10 µM; 310,000 compounds, 0.49% hits;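 active = B-score above 5 SD of library B-scores, and initial fluorescence ratio not above library mean plus 5 SD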;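 also: positive B-score marks a calcium rise read as TRPC4 activation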
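Incubation: 45 min room-temperature Fluo4 loading, 110 s read / System: HEK293 cells stably co-expressing mouse TRPC4beta and mu-opioid receptor / Signal: Fluo4 fluorescence, kinetic / Control set: buffer (low) and maximal DAMGO (high) / Measure: integrated baseline-normalised fluorescence ratio, converted to per-well B score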
HDAC3 inh: human HDAC3 inhibition; O15379; recombinant HDAC3, fluorogenic peptide/trypsin coupled, fluorescence; 320,000 compounds, 0.15% hits; inhibition, % at 8.3 µM; in the data active = inhibition above about 26%, passing the limit was not always enough
Target sequence (O15379 whole entry, looked up): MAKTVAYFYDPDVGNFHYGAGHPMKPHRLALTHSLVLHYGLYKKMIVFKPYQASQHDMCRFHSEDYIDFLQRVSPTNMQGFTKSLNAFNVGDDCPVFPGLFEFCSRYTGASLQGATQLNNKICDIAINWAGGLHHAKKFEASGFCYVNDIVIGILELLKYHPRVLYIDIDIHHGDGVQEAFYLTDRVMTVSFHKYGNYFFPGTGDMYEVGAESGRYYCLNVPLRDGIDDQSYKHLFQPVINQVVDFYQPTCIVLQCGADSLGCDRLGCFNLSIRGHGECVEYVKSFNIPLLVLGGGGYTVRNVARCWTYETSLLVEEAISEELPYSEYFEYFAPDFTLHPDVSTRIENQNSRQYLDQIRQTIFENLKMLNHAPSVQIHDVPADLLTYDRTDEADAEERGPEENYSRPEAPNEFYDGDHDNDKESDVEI
KCNK9 inh: inhibitors of human KCNK9 two-pore domain potassium channel | HEK293 KCNK9, FluxOR thallium flux fluorescence; active compounds read low | B-score at 10 µM | 310,000 compounds, 1.2% hits | AID 488922;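 active = ratio B-score over 3 SD below the library mean, with starting fluorescence within 5 SD of its mean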;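 also: negative B-score means less thallium flux so channel inhibition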
* hit, by the source's call. A portion of the library; rates above refer to the full screens.

Cc1cc(Nc2ccccc2)c2c([N+](=O)[O-])ccc(C)c2n1 was read as KCNK3 inh inactive, ANO1 block inactive, hERG protect -9, TMEM16A act inactive, KCNQ1 act inactive, KCNQ1 block inactive, TRPC4 PAM inactive, Dyrk1A ADPGlo 7, TRPC4 agonist inactive, HDAC3 inh 10 and KCNK9 inh inactive.
For CCOc1cc(/C=N/O)cc(Br)c1OCc1ccc(Cl)cc1 the results were KCNK3 inh inactive, ANO1 block inactive, hERG protect -7, TMEM16A act inactive, KCNQ1 act inactive, KCNQ1 block inactive, TRPC4 PAM inactive, Dyrk1A ADPGlo 4, TRPC4 agonist inactive, HDAC3 inh 12 and KCNK9 inh inactive.
Screening O=C(CN1CCCCCC1)Nc1cccc(NC(=O)CN2CCCCCC2)c1 returned KCNK3 inh inactive, ANO1 block inactive, hERG protect -3, TMEM16A act inactive, KCNQ1 act inactive, KCNQ1 block inactive, TRPC4 PAM inactive, TRPC4 agonist inactive, HDAC3 inh -1 and KCNK9 inh inactive.
`CCC(=O)Nc1cccc(-n2nnnc2SCC(=O)N2CCCCC2)c1` gave KCNK3 inh inactive, ANO1 block inactive, hERG protect -10, TMEM16A act inactive, KCNQ1 act inactive, KCNQ1 block inactive, TRPC4 PAM 10*, Dyrk1A ADPGlo 6, TRPC4 agonist inactive, HDAC3 inh -2 and KCNK9 inh inactive.
CN(C(=O)c1ccc(OC2CCN(CCc3ccccc3)CC2)cc1)C1CCCCC1 was read as KCNK3 inh inactive, ANO1 block inactive, hERG protect -14, TMEM16A act inactive, KCNQ1 act inactive, KCNQ1 block inactive, TRPC4 PAM inactive, Dyrk1A ADPGlo 1, TRPC4 agonist inactive and KCNK9 inh inactive.
For COc1cccc(N(C(=O)c2cccs2)c2nc3ccccc3s2)c1 the results were KCNK3 inh inactive, ANO1 block inactive, hERG protect -8, TMEM16A act inactive, KCNQ1 act inactive, KCNQ1 block inactive, TRPC4 PAM inactive, Dyrk1A ADPGlo 2, TRPC4 agonist inactive, HDAC3 inh -5 and KCNK9 inh inactive.
O=C(Cn1c(=O)oc2ccc(Cl)cc21)NC1CCCCC1 was read as KCNK3 inh inactive, ANO1 block inactive, hERG protect -6, TMEM16A act inactive, KCNQ1 act inactive, KCNQ1 block inactive, TRPC4 PAM inactive, Dyrk1A ADPGlo -3, TRPC4 agonist inactive, HDAC3 inh -11 and KCNK9 inh inactive.
`O=C(Nc1ccc(/C=C/c2nc3ccccc3o2)cc1)c1ccc(F)cc1` gave KCNK3 inh inactive, ANO1 block inactive, hERG protect -1, TMEM16A act inactive, KCNQ1 act inactive, KCNQ1 block inactive, TRPC4 PAM inactive, Dyrk1A ADPGlo -24, TRPC4 agonist inactive, HDAC3 inh -5 and KCNK9 inh inactive.
`CSCC[C@H](NC(=O)[C@@H]1Cc2ccccc2CN1)C(=O)NC(C)c1ccccc1` (some centres undefined) gave KCNK3 inh inactive, ANO1 block inactive, hERG protect -7, TMEM16A act inactive, KCNQ1 act inactive, KCNQ1 block inactive, TRPC4 PAM inactive, Dyrk1A ADPGlo 0, TRPC4 agonist inactive, HDAC3 inh -4 and KCNK9 inh inactive.
`Nc1nc(N2CCCCC2)nc(N(c2ccccc2)c2ccccc2)n1` gave KCNK3 inh inactive, ANO1 block inactive, hERG protect -8, TMEM16A act inactive, KCNQ1 act inactive, KCNQ1 block inactive, TRPC4 PAM inactive, Dyrk1A ADPGlo -1, TRPC4 agonist inactive, HDAC3 inh 2 and KCNK9 inh inactive.
Cc1cc(=O)[nH]c(N2CCN(C(c3ccccc3)c3ccccc3)CC2)n1 was read as KCNK3 inh inactive, ANO1 block inactive, hERG protect -6, TMEM16A act inactive, KCNQ1 act inactive, KCNQ1 block inactive, TRPC4 PAM inactive, Dyrk1A ADPGlo -4, TRPC4 agonist inactive, HDAC3 inh 2 and KCNK9 inh inactive.
N=c1n(Cc2ccccc2)c2ccccc2n1CC(O)COc1ccc(Cl)cc1Cl (centres undefined) was read as KCNK3 inh inactive, hERG protect -11, TMEM16A act inactive, KCNQ1 act inactive, KCNQ1 block inactive, TRPC4 PAM 12*, Dyrk1A ADPGlo 1, TRPC4 agonist inactive and KCNK9 inh inactive.
CCOC(=O)N1CCC(N(CCN(C)C)C(=S)Nc2ccccc2OC)CC1 was read as KCNK3 inh inactive, ANO1 block inactive, hERG protect -8, TMEM16A act inactive, KCNQ1 act inactive, KCNQ1 block inactive, TRPC4 PAM inactive, Dyrk1A ADPGlo 2, TRPC4 agonist inactive, HDAC3 inh 2 and KCNK9 inh inactive.
For COCc1[nH]nc2c1C(c1ccc(OC)cc1)C(C#N)=C(N)O2 (centres undefined) the results were KCNK3 inh inactive, ANO1 block inactive, hERG protect -9, TMEM16A act inactive, KCNQ1 act inactive, KCNQ1 block inactive, TRPC4 PAM inactive, Dyrk1A ADPGlo -8, TRPC4 agonist inactive, HDAC3 inh -1 and KCNK9 inh inactive.
For O=C(NCCCn1ccnc1)c1cc(C(=O)C2CC2)c[nH]1 the results were KCNK3 inh inactive, ANO1 block inactive, hERG protect -11, TMEM16A act inactive, KCNQ1 act inactive, KCNQ1 block inactive, TRPC4 PAM inactive, Dyrk1A ADPGlo 0, TRPC4 agonist inactive, HDAC3 inh -4 and KCNK9 inh inactive.
For O=C(Nc1ccc(Oc2ccc(C(F)(F)F)cn2)c(Cl)c1)C1CC1 the results were KCNK3 inh inactive, ANO1 block inactive, hERG protect -11, TMEM16A act inactive, KCNQ1 act inactive, KCNQ1 block inactive, TRPC4 PAM inactive, Dyrk1A ADPGlo 4, TRPC4 agonist inactive, HDAC3 inh 0 and KCNK9 inh inactive.
`Cc1cccc(C)c1N(CC(=O)N1CCCC1)S(C)(=O)=O` gave KCNK3 inh inactive, ANO1 block inactive, hERG protect -6, TMEM16A act inactive, KCNQ1 act inactive, KCNQ1 block inactive, TRPC4 PAM inactive, Dyrk1A ADPGlo 14, TRPC4 agonist inactive, HDAC3 inh -10 and KCNK9 inh inactive.
For CCOC(=O)N/N=C/c1ccc(N2CCOCC2)s1 the results were KCNK3 inh inactive, ANO1 block inactive, hERG protect -5, TMEM16A act inactive, KCNQ1 act inactive, KCNQ1 block inactive, TRPC4 PAM inactive, Dyrk1A ADPGlo 6, TRPC4 agonist inactive, HDAC3 inh -2 and KCNK9 inh inactive.
Screening O=C(NC(Cc1ccccc1)c1ccc2c(c1)OCCCO2)c1ccccc1F (centres undefined) returned KCNK3 inh inactive, ANO1 block inactive, hERG protect -9, TMEM16A act inactive, KCNQ1 act inactive, KCNQ1 block inactive, TRPC4 PAM inactive, Dyrk1A ADPGlo 2, TRPC4 agonist inactive, HDAC3 inh 1 and KCNK9 inh inactive.
Cc1ccc(NCCC(=O)c2ccc(Br)cc2)cc1 was read as KCNK3 inh inactive, ANO1 block inactive, hERG protect -8, TMEM16A act inactive, KCNQ1 act inactive, KCNQ1 block inactive, TRPC4 PAM inactive, Dyrk1A ADPGlo -3, TRPC4 agonist inactive, HDAC3 inh -14 and KCNK9 inh inactive.

Molecules from the list above that contain a thiophene ring, fused or not:
For COc1cccc(N(C(=O)c2cccs2)c2nc3ccccc3s2)c1 the results were KCNK3 inh inactive, ANO1 block inactive, hERG protect -8, TMEM16A act inactive, KCNQ1 act inactive, KCNQ1 block inactive, TRPC4 PAM inactive, Dyrk1A ADPGlo 2, TRPC4 agonist inactive, HDAC3 inh -5 and KCNK9 inh inactive.
For CCOC(=O)N/N=C/c1ccc(N2CCOCC2)s1 the results were KCNK3 inh inactive, ANO1 block inactive, hERG protect -5, TMEM16A act inactive, KCNQ1 act inactive, KCNQ1 block inactive, TRPC4 PAM inactive, Dyrk1A ADPGlo 6, TRPC4 agonist inactive, HDAC3 inh -2 and KCNK9 inh inactive.

The listing continues.
Screening CCn1cc(C(=O)NCCCOC(C)C)c(=O)c2cc(S(=O)(=O)N3CCOCC3)ccc21 returned KCNK3 inh inactive, ANO1 block inactive, hERG protect -8, TMEM16A act inactive, KCNQ1 act inactive, KCNQ1 block inactive, TRPC4 PAM inactive, Dyrk1A ADPGlo -2, TRPC4 agonist inactive, HDAC3 inh 7 and KCNK9 inh inactive.
Cc1cc(C)cc(S(=O)(=O)c2cnc3ccccc3n2)c1 was read as KCNK3 inh inactive, ANO1 block inactive, hERG protect -7, TMEM16A act inactive, KCNQ1 act inactive, KCNQ1 block inactive, TRPC4 PAM inactive, Dyrk1A ADPGlo 3, TRPC4 agonist inactive, HDAC3 inh 3 and KCNK9 inh inactive.
CCOc1ccc(S(=O)(=O)N(CC)CC(=O)NC2CC2)cc1 was read as KCNK3 inh inactive, ANO1 block inactive, hERG protect -5, TMEM16A act inactive, KCNQ1 act inactive, KCNQ1 block inactive, TRPC4 PAM inactive, Dyrk1A ADPGlo 2, TRPC4 agonist inactive, HDAC3 inh 2 and KCNK9 inh inactive.
`C=CCn1c(SCc2nc(N)nc(N(C)C)n2)nnc1-c1cccnc1` gave KCNK3 inh inactive, ANO1 block inactive, hERG protect -13, TMEM16A act inactive, KCNQ1 act inactive, KCNQ1 block inactive, TRPC4 PAM inactive, Dyrk1A ADPGlo 4, TRPC4 agonist inactive, HDAC3 inh -1 and KCNK9 inh inactive.
Screening CN1CCOCCOCCN(C)C1=O returned KCNK3 inh inactive, ANO1 block inactive, hERG protect -8, TMEM16A act inactive, KCNQ1 act inactive, KCNQ1 block inactive, TRPC4 PAM inactive, Dyrk1A ADPGlo 0, TRPC4 agonist inactive, HDAC3 inh 11 and KCNK9 inh inactive.
O=C(Cc1cccc(C(F)(F)F)c1)Nc1cccc(S(=O)(=O)N2CCCC2)c1 was read as KCNK3 inh inactive, ANO1 block inactive, hERG protect -12, TMEM16A act inactive, KCNQ1 act inactive, KCNQ1 block inactive, TRPC4 PAM inactive, Dyrk1A ADPGlo -5, TRPC4 agonist inactive, HDAC3 inh 12 and KCNK9 inh inactive.
Cc1ccc(C)c(-c2csc(-c3cccnc3)n2)c1 was read as KCNK3 inh inactive, ANO1 block inactive, hERG protect -3, TMEM16A act inactive, KCNQ1 act inactive, KCNQ1 block inactive, TRPC4 PAM inactive, Dyrk1A ADPGlo -3, TRPC4 agonist inactive, HDAC3 inh 0 and KCNK9 inh inactive.
`CCOc1cc(C(N)=O)cc(Br)c1OCC` gave KCNK3 inh inactive, ANO1 block inactive, hERG protect -7, TMEM16A act inactive, KCNQ1 act inactive, KCNQ1 block inactive, TRPC4 PAM inactive, Dyrk1A ADPGlo 7, TRPC4 agonist inactive, HDAC3 inh -1 and KCNK9 inh inactive.
